Screening data (PubChem BioAssay)
KAT2A inh: blocks human GCN5L2 histone acetyltransferase | Potency, µM (doses to about 58.9 µM), for inactives: at the top dose activity change, negative = inhibition, actives largely listed as inhibitors | Q92830 | 390,000 compounds, 0.21% hits | GCN5L2 HAT assay, ThioGlo1 CoA-SH fluorescence
Target sequence (Q92830 whole entry, looked up): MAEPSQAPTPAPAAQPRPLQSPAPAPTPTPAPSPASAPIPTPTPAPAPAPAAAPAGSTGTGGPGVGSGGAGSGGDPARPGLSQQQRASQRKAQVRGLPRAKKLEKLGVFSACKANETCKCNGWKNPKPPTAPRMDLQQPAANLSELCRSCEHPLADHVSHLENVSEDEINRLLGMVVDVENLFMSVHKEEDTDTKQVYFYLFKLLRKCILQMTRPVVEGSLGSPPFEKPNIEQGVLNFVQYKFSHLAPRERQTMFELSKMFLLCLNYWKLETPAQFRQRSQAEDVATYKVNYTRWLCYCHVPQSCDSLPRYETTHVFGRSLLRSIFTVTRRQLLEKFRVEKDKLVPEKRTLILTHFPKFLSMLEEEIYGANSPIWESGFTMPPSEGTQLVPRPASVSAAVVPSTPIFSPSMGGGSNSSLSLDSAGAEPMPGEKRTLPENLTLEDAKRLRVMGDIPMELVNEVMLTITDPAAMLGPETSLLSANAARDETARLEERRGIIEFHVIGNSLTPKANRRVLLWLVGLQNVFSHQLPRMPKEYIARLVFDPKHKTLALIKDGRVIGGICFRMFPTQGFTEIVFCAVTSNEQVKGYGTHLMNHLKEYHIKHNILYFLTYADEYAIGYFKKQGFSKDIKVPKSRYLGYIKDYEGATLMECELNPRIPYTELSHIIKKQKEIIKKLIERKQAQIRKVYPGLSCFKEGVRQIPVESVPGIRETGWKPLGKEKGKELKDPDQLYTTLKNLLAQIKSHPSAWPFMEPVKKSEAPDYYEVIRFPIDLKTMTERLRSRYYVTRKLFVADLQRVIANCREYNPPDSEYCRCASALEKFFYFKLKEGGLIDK
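qHTS, 1536-well. 20nM enzyme, pH 7.5 HEPES/EDTA/Tween-20 buffer; 15 min compound preinc., RT. Start: 75uM H3(1-25), 70uM AcCoA, 50uM ThioGlo1. Read Ex340/Em540 at t=0 (autofluorescence flag) and t=20 min.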
TDP1 cell CPT: growth inhibition of DT40 Tdp1-/-;hTDP1 cells with camptothecin (screen for TDP1 inhibitors); chicken DT40 Tdp1-/-;hTDP1 cells + 20 nM CPT, ATP luminescence, 48 h; Potency, µM (highest dose often 46.2 µM), for inactives: at the highest dose activity change, negative = growth inhibition, hits mostly inhibitors; AID 686979; 420,000 compounds, 12% hits; further: nearly all actives have a fitted effect of over 55% in size
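Chicken DT40 Tdp1-/- cells stably complemented with human TDP1 were seeded at 400 cells/well in medium containing 20 nM camptothecin, exposed to pin-transferred compounds, and grown at 37 °C for at least 48 hr. Viability was read as ATP luminescence.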
TDP1 cell noCPT: qHTS for Inhibitors of human tyrosyl-DNA phosphodiesterase 1 (TDP1): qHTS in cells in absence of CPT | Potency, µM (top dose mostly 46.2 µM), without a hit: top-dose activity change, negative = growth inhibition, actives largely listed as inhibitors | 420,000 compounds, 15% hits | AID 686978, 2013 | DT40 Tdp1-/- hTDP1 cells, no CPT, ATP luminescence, 48 h; further: nearly all actives have a fitted effect of over 55% in size
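Camptothecin absent (DMSO only). Human TDP1-complemented DT40 knockout cells, 400 cells/well, 37 °C for minimum 48 hr; ATP measured via CellTiter-Glo, 30 min dark incubation, luminescence.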
An asterisk follows results filed as active; ? = inconclusive; . = not tested or not shown; & = joins results of further samples; [ ] = another dose, or the depositor's remark. The call rests on the fitted dose curve; in most records, active means well fitted curve in the direction sought with a large enough effect; inconclusive means small, poorly fitted or top-dose-only effect, or another doubt; inactive means no such curve, though single readings can be large; an effect the other way counts as inactive or inconclusive. On the % scale 0 is the no-effect control and ±100 the full control effect; potency means the concentration at half of the fitted maximal effect. These rows are one share of the data; count on the stated rates, not on these rows.

canonical_smiles | KAT2A inh | TDP1 cell CPT | TDP1 cell noCPT
Cn1cnnc1SCC(=O)NCCC(c1ccccc1)c1ccccc1 | 1% | ? | ?
CCOc1ccccc1N1CCN(C(=O)CCNS(=O)(=O)c2ccccc2F)CC1 | -7% | -29% | ?
CCOc1ccc2[nH]c(S(=O)(=O)CC)nc2c1Cl | . | -14% | -10%
O=c1ccc(Oc2nc(N3CCOCC3)nc(N3CCOCC3)n2)n[nH]1 | -12% | 2% | 6%
CC(=O)c1c(N)[nH]c(-c2ccccc2)nc1=S | -3% | 6.5µM* | 6.5µM*
CC(C)[C@H](NC(=O)c1ccccc1F)C(=O)Nc1cccc(S(=O)(=O)N2CCOCC2)c1 | . | -20% | ?
Cc1nc(CCNC(=O)CC2C(=O)NCCN2Cc2ccoc2)nc2c1CCCC2 (centres undefined) | 1% | 2% | 6%
CCOc1ncccc1C(=O)N(CC)CC(=O)NCc1ccc(Cl)cc1 | -1% | 2% | -4%
COc1cccc(CN2C(=O)c3ccccc3C2C(=O)NCCc2ccccc2)c1 (centres undefined) | 1% | ? | -25%
FC(F)(F)c1cc(CO[C@@H]2CCCN[C@@H]2c2ccccc2)cc(C(F)(F)F)c1 | -6% | ? | 13µM*
O=C(NCCC(=O)N1CCC2(CC1)NCCc1[nH]cnc12)c1cccc(Cl)c1 | -3% | 4% | 21%
COC(=O)c1sc(NC(=O)CSc2nnnn2-c2cccc(OC)c2)nc1C | -4% | -12% | -18%
O=[N+]([O-])c1ccc2c(c1)CO[C@@]21O[C@H](CCO)C[C@H](O)[C@H]1O | . | -4% | ?
Cc1ccccc1CC(=O)Nc1cc(C(C)(C)C)on1 | -10% | 9% | -27%
CCOC(=O)c1sc(NC(=O)CCCCCN2C(=O)c3cccc4cccc(c34)C2=O)nc1C | -14% | ? | ?
COC(=O)CCC(=O)OC1(C)C(=O)C=C2C=C3CCCN3C=C2C1=O (centres undefined) | 2% | 2% | -11%
Cc1cccc(-c2ncc(CN3CCCC(CO)(Cc4ccccc4C)C3)cn2)c1 (centres undefined) | -17% | 23µM* | -25%
Cc1ccc(CCNC(=O)CCS(=O)(=O)c2cc3c(cc2C)NC(=O)CO3)cc1 | -8%&-11% | 7%&-19% | -6%&-15%
Cc1cccc(NC(=S)NCCO)c1C | 2% | -11% | -3%
Nc1ncnc2c1ncn2C1OC(COP(=O)(O)O)C(O)C1O (centres undefined) | -6%&10% | ? | ?

(cont.)
canonical_smiles | KAT2A inh | TDP1 cell CPT | TDP1 cell noCPT
COc1ccc(OC)c(NC(=O)Cc2ccc(NC3=NC4CS(=O)(=O)CC4S3)cc2)c1 (centres undefined) | 2% | 8% | -2%
CCc1ccc(NC(=O)Cn2c(=O)n(-c3cccc(OC)c3)c(=O)c3c(C)c(C(=O)N(C)C)sc32)cc1 | -6% | 1% | -7%
C#CCOCCOCCOCCNc1nc(N2CCN(C(=O)CCCCCCCCCCNC(=O)Cn3cc(CCCCCN)nn3)CC2)nc(N2CCN(C(=O)CCCCCCCCCCNC(=O)[C@@H](CCC(=O)O)n3cc(CCCCCN)nn3)CC2)n1 | -3% | ? | ?
COC(=O)C(=O)C/C(=N/Nc1ncnc2ccccc12)c1ccc(Cl)cc1 | -7% | ? | ?
Cc1sc(NC(=O)C2CCCCC2)c(C#N)c1-c1ccccc1 | -16% | -4% | -24%
COc1cc(C(=O)Nc2nc3ccc4nc(C)sc4c3s2)cc(OC)c1OC | 5% | -8% | -6%
CCC(c1ccccc1)C(CC)c1cc(O)c(O)c(O)c1 (centres undefined) | . | 16µM* | 8.2µM*
CCN(Cc1ccncc1)Cc1ccc2c(c1)CN(C(=O)c1ccc(OC)cc1)CCO2 | . | -1%[9.04 µM] | -27%
CCN(CC)CCn1c2ccc(F)cc2c2nc(C)sc21 | -6% | -13% | -28%
Cc1ccc(C(=O)CNc2cccc([N+](=O)[O-])c2)cc1 | -3% | 1% | -11%
CCN1C(=O)CC(N2CCC(Nc3ccc(OC)cc3)CC2)C1=O (centres undefined) | -5% | ? | 9%
CC(C)CN(C(=O)COC(=O)CCCc1nc2ccccc2s1)c1c(N)n(Cc2ccccc2)c(=O)[nH]c1=O | -5% | 3% | -25%
NC(=O)c1ccc(NC(=O)COc2ccc([N+](=O)[O-])cc2Cl)cc1 | -12% | -22% | -25%
C=C1C=C(C)n2ncc(C(=O)Nc3ccc(C)cn3)c2N1 | . | -20% | ?
O=C(Nc1ccccc1)C1CCN(S(=O)(=O)c2ccc3c(c2)OCCO3)CC1 | -21% | -22% | ?
O=C(COC(=O)c1ccccc1F)Nc1cc(S(=O)(=O)N2CCOCC2)ccc1N1CCCC1 | -6% | 4% | 2%
O=[N+]([O-])c1ccccc1S(=O)(=O)N1CCN(Cc2cc3c(cc2O)OCO3)CC1 | 2% | ? | ?
COc1ccc2[nH]cc(CCNc3ncnc4ccc(-c5ccc6c(c5)OCO6)cc34)c2c1 | -21% | ? | 16µM*
Cc1ccccc1CSc1nnc(-c2ccccn2)n1C | -2% | -31% | ?
O=C(COC(=O)C1(c2ccc(F)cc2)CCCC1)N1CCN(C(=O)c2ccco2)CC1 | 2% | ? | ?

A second format for part of the listing above.
Every second line gives: KAT2A inh | TDP1 cell CPT | TDP1 cell noCPT
> Cc1ccc(C(=O)CNc2cccc([N+](=O)[O-])c2)cc1
  -3% | 1% | -11%
> CCN1C(=O)CC(N2CCC(Nc3ccc(OC)cc3)CC2)C1=O (centres undefined)
  -5% | ? | 9%
> CC(C)CN(C(=O)COC(=O)CCCc1nc2ccccc2s1)c1c(N)n(Cc2ccccc2)c(=O)[nH]c1=O
  -5% | 3% | -25%
> NC(=O)c1ccc(NC(=O)COc2ccc([N+](=O)[O-])cc2Cl)cc1
  -12% | -22% | -25%
> C=C1C=C(C)n2ncc(C(=O)Nc3ccc(C)cn3)c2N1
  . | -20% | ?
> O=C(Nc1ccccc1)C1CCN(S(=O)(=O)c2ccc3c(c2)OCCO3)CC1
  -21% | -22% | ?

Going on with the list:
canonical_smiles | KAT2A inh | TDP1 cell CPT | TDP1 cell noCPT
O=C(N/N=C/c1ccc([N+](=O)[O-])o1)c1cccc(S(=O)(=O)N2CCOCC2)c1 | -11% | ? | 18µM*
COc1ccc(C(=O)N2CCC3(CC2)CN(c2ccccn2)C3)cc1 | -7% | -10% | ?
COCCNC(=O)CSc1nc2ccccc2c(=O)n1CC1CCCO1 (centres undefined) | -9% | 0% | -1%
COc1ccc(-c2nnn(CC(=O)NC(=O)NC3CCCCC3)n2)cc1OC | -11% | ? | ?
O=c1[nH][nH]c(=O)c2cc(N3CCCC3)ccc12 | -2% | 5% | -1%
c1ccc(CCCNCC2COc3ccccc3O2)cc1 (centres undefined) | -2% | 7% | -8%
O=C(NCc1ccccc1)c1ccc(-c2ccc(F)cc2)o1 | -7% | -9% | -14%
Cc1nn(CC(=O)NCc2ccccc2Br)c(=O)c2cc3occc3n12 | 0% | -2% | -8%
Cc1ccn2c(=O)c(C(=O)NCCN3CCOCC3)c(O)nc2c1 | -6% | -4% | 21%
COc1ccc(NC(=O)N2CCn3c2nc2ccccc23)cc1 | 1% | -18% | -26%
CCCCNC(=S)Nc1ccc2[nH]c(=O)[nH]c2c1 | 24% | -1% | 6%
C=CCOC(=O)C(C#N)c1nc2ccccc2nc1N1CCC(C(=O)OCC)CC1 (centres undefined) | -9% | ? | 18µM*
COc1cc(C#Cc2c(-c3cncn3C)n(C)c3ccc(-c4ccc5cc[nH]c5c4)cc23)cc(OC)c1 | -2% | 18µM* | ?
COc1ccc(C2=CC(c3ccccc3Cl)n3nc(-c4ccc(C)cc4)nc3N2)cc1 (centres undefined) | -4% | ? | ?
CCN(CC(=O)Nc1ccc(C(=O)OC)cc1)Cc1ccccc1 | -4% | -18% | -2%
O=C(Cn1cnc2cc([N+](=O)[O-])ccc2c1=O)NCCc1ccc(F)cc1 | -3% | -28% | -20%
Cn1c(=O)[nH]c(=O)c2c1nc(N1CCCC1)n2CC(O)COc1ccccc1 (centres undefined) | -4% | -15% | -14%
COC(=O)c1cc(CNC(=O)c2ccccc2)cc(NC(=O)c2ccccc2OC)c1 | . | 1%[9.04 µM] | ?
O=C(O)c1ccccc1SCc1cn2ccccc2n1 | -5% | 16% | -5%
CC1CN(C(=O)c2cc([N+](=O)[O-])cc([N+](=O)[O-])c2)CC(C)O1 (centres undefined) | -1% | -23% | 3%

Other entries.
canonical_smiles | KAT2A inh | TDP1 cell CPT | TDP1 cell noCPT
O=C1NC[C@H](c2ccccc2)N(CCc2cccc3ccccc23)C1=O | -3% | ? | -86%
CCCCCCn1nc(C(=O)N(CC(C)C)c2c(N)n(CCCC)c(=O)[nH]c2=O)c2ccccc2c1=O | -9% | ? | -29%
COC(=O)c1ccc(NC(=O)CN(c2ccc(C)cc2)S(=O)(=O)c2c(C)n[nH]c2C)cc1 | -10% | -29% | -24%
CCCc1cc(=O)[nH]c2nnc(SCC(=O)Nc3ccc(NC(C)=O)cc3)n12 | -1% | -10% | -6%
COc1cc2nc(N(C)CCCNC(=O)C3CCCO3)nc(N)c2cc1OC (centres undefined) | -5%&7%&-6% | 5% | -14%
CC(C)C[C@@H](CO)N1CCN(Cc2ccccc2)CCC1=O | 0% | -1%&-30%&-28% | -1%&-10%&-3%
COc1ccccc1NC1=C(N2CCCCC2)C(=O)c2ccccc2C1=O | 10% | 2.1µM* | 1.8µM*
Cc1nc2ccc(S(=O)(=O)NCC(=O)N(C)Cc3ccccc3)cc2s1 | 3% | -15% | 0%
CCOC(=O)c1cc(S(=O)(=O)N(C)Cc2ccccc2)cn1C | -10% | ? | ?
Cc1nc2c3ccccc3nc(NNC(=O)CCC(=O)NC(C)C)n2n1 | 0% | -2% | -1%
Cc1c(NC(=O)C(C)OC(=O)COc2ccc(C#N)cc2)c(=O)n(-c2ccccc2)n1C (centres undefined) | -2% | 2% | 3%
COc1cc(C)ccc1OCc1cc(C(=O)N2CCCCCCC2)no1 | -29% | -2% | -4%
O=C(COC(=O)c1ccc(O)cc1)Nc1nccs1 | ? | -3% | -1%
CC1=C(C(=O)Nc2ccc(Cl)cc2)C(C(C)C)n2nc(SCc3ccc(Cl)cc3)nc2N1 (centres undefined) | -7% | 16µM* | 23µM*
CCOc1ccccc1NC(=S)N1CCCc2ccccc21 | -12% | -29% | 9%
CC(O)(c1cccc(F)c1)c1nc(-c2ccc(S(C)(=O)=O)cc2)cs1 (centres undefined) | . | 16µM* | 13µM*
Cc1cc(N)cc(C)c1-c1c(Br)cc(N)cc1Br | . | 13µM* | 18µM*
Cc1nnc(NC(=O)c2ccc3c(c2)C(=O)N(CCC(C)C)C3=O)s1 | -3% | -27% | -1%
Cc1cc(C)cc(NC(=S)NCc2cccnc2)c1 | -1% | -24% | ?
Cc1cc(C)c2oc(C(=O)Nc3c(C(=O)c4ccc(F)cc4)oc4ccccc34)cc(=O)c2c1 | -6% | -9% | ?

Later entries:
canonical_smiles | KAT2A inh | TDP1 cell CPT | TDP1 cell noCPT
CC1Cc2cc(-c3csc(NC(=O)Cc4ccccc4)n3)ccc2N1S(C)(=O)=O (centres undefined) | -29% | 16µM* | 10µM*
COc1ccc(CC(NC(C)=O)C(=O)NC2CCN(C(=O)C3CCCCC3)CC2)cc1OC (centres undefined) | 0% | -11% | -1%
CCNC(=O)CC1SC(=Nc2ccc(Cl)cc2)N(CC)C1=O (centres undefined) | 1% | ? | 21µM*
CC(=O)Nc1ccc(C(=O)COC(=O)C2CC2)c(F)c1 | -2% | 14% | 5%
COc1ccc2nc3oc(C(=O)N4CCN(c5ccccc5F)CC4)cc3cc2c1 | -18% | 0% | -21%
CCCCOc1ncnc2c1[nH]c1ccc(F)cc12 | -6% | 9.2µM* | 8.2µM*
CCn1cc(C(=O)N[C@H](C(=O)O)C(C)C)c(=O)c2cc3c(cc21)OCO3 | 3% | 0% | -11%
CCC(C)N(NC(C)=O)c1nc(Cl)nc(NC(C)C)n1 (centres undefined) | 1% | -7% | 1%
Cc1ccc(Nc2nc(COC(=O)COc3ccc(C=O)cc3)cs2)cc1 | -6% | -9% | 2%
Cc1c(C(=O)O)c(=S)sn1CCOc1ccccc1 | -15% | -28% | ?
Cc1cccc(NC(=O)C2C3CCC4C(CCC32)C4(Cl)Cl)c1 (centres undefined) | -1% | ? | ?
Cn1nnnc1SCCNC(=O)C1CCC(=O)N(Cc2ccccc2F)C1 (centres undefined) | -1% | -1% | 4%
CCN1C(=NCCOC)N[C@@H](c2ccccc2)[C@H](C(=O)OC)[C@H]1C | 2%&-8% | ? | -1%
